Assay outcomes as filed in PubChem BioAssay.
CXCR6 inh: blocks human CXCR6 beta-arrestin recruitment | O00574 | inhibition, % at 20 µM | 0.36% of 360,000 active | CHO-K1 PathHunter CXCR6 beta-arrestin, luminescence; in the data active = inhibition above about 34%, passing the limit was not always enough;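 note: antagonist mode with CXCL16 agonist at 10 nM final; 0% = 10 nM CXCL16 with DMSO and 100% = unstimulated wells without agonist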
Target sequence (O00574 whole entry, looked up): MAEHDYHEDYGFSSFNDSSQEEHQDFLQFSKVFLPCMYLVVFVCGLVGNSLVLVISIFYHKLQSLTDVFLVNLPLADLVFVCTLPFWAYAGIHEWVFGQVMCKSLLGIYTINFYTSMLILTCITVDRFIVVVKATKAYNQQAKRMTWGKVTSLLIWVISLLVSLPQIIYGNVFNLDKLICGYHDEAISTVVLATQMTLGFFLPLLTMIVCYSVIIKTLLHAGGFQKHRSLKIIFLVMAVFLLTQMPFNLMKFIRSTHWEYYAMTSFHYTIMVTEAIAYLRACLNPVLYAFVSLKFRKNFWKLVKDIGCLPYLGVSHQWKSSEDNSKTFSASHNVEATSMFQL
EBI2 antag: EBI2 (human) antagonism; AID 651636; EBI2 beta-arrestin recruitment, luminescence, 7a,25-OHC stimulated; 0.81% of 360,000 active; inhibition, % at 5 µM; in the data active = inhibition above about 38%;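 note: enzyme fragment complementation signal reports receptor beta-arrestin coupling in cells; 0% = agonist plus DMSO wells and 100% = wells without agonist; some results beyond the cut were filed as inactive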
Target sequence (P32249 whole entry, looked up, the tested form may be a part): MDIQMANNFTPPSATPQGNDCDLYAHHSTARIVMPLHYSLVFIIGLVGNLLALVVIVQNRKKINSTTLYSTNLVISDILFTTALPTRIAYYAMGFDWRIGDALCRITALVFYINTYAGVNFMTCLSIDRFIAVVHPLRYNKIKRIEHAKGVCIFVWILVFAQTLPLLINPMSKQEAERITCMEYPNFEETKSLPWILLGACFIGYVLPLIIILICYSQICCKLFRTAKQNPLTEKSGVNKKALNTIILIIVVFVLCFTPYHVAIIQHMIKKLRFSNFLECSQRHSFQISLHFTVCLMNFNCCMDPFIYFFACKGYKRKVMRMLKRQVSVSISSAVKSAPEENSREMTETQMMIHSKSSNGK
Active calls of the source: *.

SMILES	CXCR6 inh	EBI2 antag
CCOC(=O)C1=CC[C@@H](c2ccncc2)N(S(=O)(=O)c2ccc(C)cc2)C1	3	4
CCOc1ccc(Cl)cc1-c1cc(C(=O)NCc2cccs2)[nH]n1	-2	-7
C#CCNC(=O)C[C@@H]1C[C@@]2(C(=O)OC)CCCCC=C2N(Cc2ccccc2)C1=O	2	-9
COCCNC(=O)C1(C)CCCN(C(=O)c2ccc(OC)c(OC)c2)C1 (configuration not stated)	5	-10
CC1(C)CC(=O)C=C(c2ccc(COC(=O)c3cccc(C(F)(F)F)c3)cc2)C1=O	-5	12
COc1cc(F)ccc1-c1csc(C(NC(C)=O)c2ccccc2)n1 (configuration not stated)	2	7
C[C@@H]1CN([C@@H](C)CO)C(=O)CCCn2nncc2CO[C@@H]1CN(C)C(=O)Nc1ccc(C(F)(F)F)cc1	0	1
OC1c2cc(Cl)cc(Cl)c2N=C2CCCN21 (configuration not stated)	4	-1
N#CN=CN1CC=C(c2ccc(Cl)cc2)CC1	2	-7
O=S1(=O)CCN(Cc2ccccc2)CC1	-2	-4
COc1cc2nc3n(c(=O)c2cc1OC)-c1cc2ccccc2cc1C(=O)NC3CC(C)C (configuration not stated)	3	32
CCc1nc2ccc(C(=O)N3CCN(S(=O)(=O)CC)CC3)cn2c1N(CC)Cc1cccc(Br)c1	4	5
Cc1ccc(C(=O)OCC(=O)NC2CCCC(C)C2C)s1 (configuration not stated)	1	9
C[C@@H]1CN([C@@H](C)CO)S(=O)(=O)c2ccc(Br)cc2O[C@H]1CN(C)C(=O)C1CCOCC1	4	-6
C[C@@H]1CN([C@H](C)CO)C(=O)c2cc(Br)cnc2O[C@H]1CN(C)C	0	-4
O=C1NC(=S)SC1=Cc1ccccn1	15	6
COc1ccc(CNC(=O)c2ccccc2NC(=O)C2=C(C)OCCS2)cc1	3	-1
Cc1ccc(-c2nc3ccc(Br)cn3c2Cc2ccsc2)cc1	-2	-6
CSC1=NN(c2ccccc2)CN(c2ccccc2)N1C	8	12
C[C@H](CO)N1C[C@H](C)[C@@H](CN(C)S(=O)(=O)c2cccc(C#N)c2)OCc2cn(nn2)CCCC1=O	-3	-7
COc1cc(Cl)ccc1OC1(C)CCN(Cc2c(F)cccc2F)C1 (configuration not stated)	0	11
O=S(=O)(Nc1ccccc1Br)c1cccc2cccnc12	2	1
O=C(O)CN=C(Nc1cc(Cl)cc(Cl)c1)NC(c1ccccc1)c1ccccc1	4	1
CC1(C(=O)Nc2ccc(Cl)c(Cl)c2)CCN1C(=O)Cc1ccc(-c2ccccc2)cc1 (configuration not stated)	3	-7
CCCS(=O)(=O)NC(=O)C1(C)CCN(C(=O)c2ccccc2C(F)(F)F)C1 (configuration not stated)	-2	-3

More records follow:
SMILES	CXCR6 inh	EBI2 antag
CCCC(NC(=O)CCc1c(C)c2cc3c(C)c(C)oc3cc2oc1=O)C(=O)NC(Cc1ccc(Cl)cc1)C(=O)O (configuration not stated)	1	3
O=C(NC(c1ccc(-c2ccccc2)cc1)c1cnccn1)C1CCN(Cc2cccs2)CC1 (configuration not stated)	4	2
C[C@@H]1CN([C@H](C)CO)C(=O)CCCn2nncc2CO[C@@H]1CN(C)C(=O)c1ccccc1	-9	-8
CCC1NC(=O)c2cccnc2-n2c1nc1cc(C)cc(C)c1c2=O (configuration not stated)	0	5
COC(=O)c1ccc2nc(-c3cccc(Br)c3)c(Cc3ccc(OC)cc3C)n2c1	8	-3
C[C@H](O)[C@@H]1CN2CCc3c([nH]c4ccc(-c5ccc6c(c5)OCO6)cc34)[C@@H]2C[C@@H]1N(C)C(=O)Nc1cc(Cl)cc(Cl)c1	-5	25
COc1cc(-c2ccc3cc(OC)c(OC)c(OC)c3c2)cc(OC)c1OC	2	18
CCOc1ccc(C(=O)N[C@H](C(=O)NC2CCCCC2)C(C)C)cc1	3	3
COc1ccc(OCCN2CCC(C(=O)NC(c3ccc(F)cc3)c3ccc4ccccc4n3)CC2)cc1 (configuration not stated)	10	53*
CC1(C(=O)NS(=O)(=O)c2ccc(C#N)cc2)CCN1C(=O)CCC1CCCC1 (configuration not stated)	-2	6
COc1ccc(OCCN2CCC(C(=O)NC(c3ccc(Cl)cc3)c3cnccn3)CC2)cc1 (configuration not stated)	2	11
Cn1ccc2c(N3CCCC3)cc3c(c21)C1CCC3O1 (configuration not stated)	-17	-2
CC(C)Oc1cc(F)ccc1-c1cc(C(=O)NCc2cccnc2)[nH]n1	2	1
O=S1(=O)C[C@@H](N2CCC(Cc3ccccc3)CC2)[C@H](COCc2ccccc2)N1	-12	5
COc1cccc(Cn2cnc(-c3ccccc3OC)c2-c2cc(C)cc(C)c2)c1	11	13
Cc1c(C(=O)NCc2ccc3c(c2)OCO3)sc(=O)n1Cc1cccc(F)c1	2	6
OCCCNc1ncnc2c1ncn2[C@H]1CN(Cc2ccco2)C[C@@H](CO)O1	-4	-6
COc1ccc(NC(=S)Nc2ccc(S(=O)(=O)N3CCCCC3)cc2)cc1	1	35
O=C(NCCN1CCOCC1)C1CCN(S(=O)(=O)c2ccccc2)CC1	8	2
O=C(NCCc1ccccc1)Nc1nnc([C@H]2C[C@H](O)[C@@H](CO)O2)s1	-1	2
COc1ccc(NC(=O)C2(C)CCN2C(=O)c2ccc(C(C)(C)C)cc2)cc1OC (configuration not stated)	-10	-4
CC(C)(C)Cc1c(-c2ccc(Cl)cc2)nc2ccc(Cl)cn12	-9	-39
O=C(CCn1cccn1)N1CCCC(Nc2ccc(F)c(F)c2)C1 (configuration not stated)	-4	2
CC(C)Cc1ccc(-c2cc3nc(NCC4CC4)ccn3n2)cc1	-9	37
COc1ccccc1N1CCN(c2ncnc3n[nH]c(Br)c23)CC1	-8	8

An excerpt from above in order of their number in CXCR6 inh, smallest number first:
SMILES	CXCR6 inh	EBI2 antag
OCCCNc1ncnc2c1ncn2[C@H]1CN(Cc2ccco2)C[C@@H](CO)O1	-4	-6
CCCS(=O)(=O)NC(=O)C1(C)CCN(C(=O)c2ccccc2C(F)(F)F)C1 (configuration not stated)	-2	-3
CCC1NC(=O)c2cccnc2-n2c1nc1cc(C)cc(C)c1c2=O (configuration not stated)	0	5
COc1ccc(OCCN2CCC(C(=O)NC(c3ccc(Cl)cc3)c3cnccn3)CC2)cc1 (configuration not stated)	2	11
OC1c2cc(Cl)cc(Cl)c2N=C2CCCN21 (configuration not stated)	4	-1
O=C(NCCN1CCOCC1)C1CCN(S(=O)(=O)c2ccccc2)CC1	8	2
COc1cccc(Cn2cnc(-c3ccccc3OC)c2-c2cc(C)cc(C)c2)c1	11	13

The main list resumes with the 4 entries that preceded the break.
SMILES	CXCR6 inh	EBI2 antag
CC(C)(C)Cc1c(-c2ccc(Cl)cc2)nc2ccc(Cl)cn12	-9	-39
O=C(CCn1cccn1)N1CCCC(Nc2ccc(F)c(F)c2)C1 (configuration not stated)	-4	2
CC(C)Cc1ccc(-c2cc3nc(NCC4CC4)ccn3n2)cc1	-9	37
COc1ccccc1N1CCN(c2ncnc3n[nH]c(Br)c23)CC1	-8	8
C[C@@H]1CN([C@@H](C)CO)C(=O)CCCn2nncc2CO[C@@H]1CN(C)S(=O)(=O)c1ccc(Oc2ccccc2)nc1	-5	-3
COc1ccc(CCN2CC(C(=O)N(C)Cc3ccccn3)CCC2=O)cc1 (configuration not stated)	-5	9
COc1ccc(CN2C(=O)C(CC(=O)NCCCCc3ccccc3)CC(C(=O)N3CCOCC3)=C2C)cc1 (configuration not stated)	3	2
CC(C)NC(=O)c1csc(COCCO)n1	3	1
O=C(CC[C@H]1O[C@@H](n2ccc(=O)[nH]c2=O)[C@H](O)[C@@H]1O)N[C@H](Cc1ccccc1)C(=O)NCC1CCCCC1	-14	-5
COc1ccc(Cn2ccnc2SCC(=O)Nc2ccc(F)cc2F)cc1	3	-4
COC(=O)[C@]12CCCCC=C1N(Cc1cccc3ccccc13)C(=O)[C@H](CC(=O)NCc1cccs1)C2	-1	19
CCOC(=O)C1=CCN(S(=O)(=O)c2ccc(C)cc2)C1c1ccc(C(C)C)cc1 (configuration not stated)	10	11
CC1CCCCC1NC(=O)CSc1nnc(-c2ccco2)n1N (configuration not stated)	0	5
CCOC(=O)C1CCCN(C(=O)c2ccc(-c3ccccc3)cc2)CC1 (configuration not stated)	2	27
CCc1cc(C(=O)NC2CCCc3c2cnn3-c2ccc(F)cc2F)no1 (configuration not stated)	-4	-1
COc1ccc(S(=O)(=O)N2CCCCC2c2cc(C(=O)Nc3ccccc3Cl)no2)cc1 (configuration not stated)	-2	1
C[C@@H]1CN([C@H](C)CO)C(=O)CCCn2nncc2CO[C@H]1CN(C)Cc1ccc(C(=O)O)cc1	-3	-8
CC(C)(C)OC(=O)NCc1ccc(NC(=O)c2nc[nH]c2C(=O)Nc2cc(Br)ccc2F)cc1	0	-65
O=S(=O)(c1ccc(Cl)cc1)N1CCN(c2nc(C(F)(F)F)nc3ccccc23)CC1	-1	5
CCCN(CC1CC1)c1cc2c(c3c1ccn3C)C1CCC2C1 (configuration not stated)	-3	2
CCCCN(C(=O)COC(=O)C1(c2ccccc2)CC1)c1c(N)n(CCC)c(=O)[nH]c1=O	5	-6
CCCN(CC1CC1)C(=S)NC(=O)c1ccccc1C	1	-6
CC(C)S(=O)(=O)NC(=O)C1(C)CCN1C(=O)Cc1ccccc1 (configuration not stated)	-4	-5
C[C@@H]1CN([C@H](C)CO)C(=O)CCCn2nncc2CO[C@H]1CN(C)C(=O)CCC(F)(F)F	5	-2
COC(=O)Cn1c2ccccc2c(=O)n1C(C)C	-5	-9
Cc1ccc(Cl)cc1NCN1C(=O)c2ccccc2C1=O	0	6
CN(C)c1ccc(NC(=O)Nc2ccc3c(c2)c(=O)n(C)n3Cc2ccc(Cl)cc2)cc1	1	-1
COc1cc(OC)cc(C2=Cc3ccc(OC)cc3C(CC(C)=O)N2c2ccc(C#CC3(O)CCCCC3)cc2)c1 (configuration not stated)	-15	-7
COC(=O)c1ccc2nc(-c3ccco3)c(Cc3ccccc3)n2c1	5	19

The list goes on.
SMILES	CXCR6 inh	EBI2 antag
Cc1c(Cl)ccc(S(=O)(=O)N2CCN(C)CC2)c1Cl	0	-10
CC(=O)Nc1cccc(Oc2nc(NC(C)C)nc3cc(-c4ccccc4)sc23)c1	1	36
NC(=O)c1ccc(Nc2nc(C(N)COCc3ccccc3)cs2)cc1 (configuration not stated)	-3	-4
COc1ccc(-c2ccc(CN3C(C(C)C)C(=O)N(Cc4cn(CC5CCCCC5)nn4)CCS3(=O)=O)cc2)cc1OC (configuration not stated)	8	44*
Cc1ccc(-c2cnc(C(O)c3ccc(Cl)cc3C)[nH]2)cc1 (configuration not stated)	6	2
Cc1cccc(OC(=O)c2ccc3c(=O)n4c(nc3c2)CCC4)c1	-1	-7
Cn1ncc2cc3c(Nc4ccc(Cl)cc4)cccc3nc21	2	4
Cc1ccc(S(=O)(=O)N(C)CC(=O)N(C)CCOc2ccccc2)cc1	4	5
COc1cccc(/C=C/C(=O)OCC(=O)c2ccc(Br)cc2)c1	-2	-4
OC[C@@H]1CN(Cc2ccc(Cl)cc2)C[C@H](n2cnc3c(N4CCN(c5ccccc5)CC4)ncnc32)O1	6	16
O=C(Nc1ccc2c(c1)[C@@H]1C[C@@H](CC(=O)N3CCCCC3)O[C@@H](CO)[C@@H]1O2)NC1CCCCC1	1	-11
COc1cccc(NC(=O)C2(C)CCN2Cc2ccc3ccccc3c2)c1 (configuration not stated)	-1	1
CCN(CC)C(=O)C(c1ccccc1)S(=O)(=O)N1CCOCC1 (configuration not stated)	8	-4
CCCCCCN1C[C@H](n2cc(-c3ccc(F)cc3)nn2)[C@@H](O)C[C@@H]1c1ccc(C)cc1	0	16
CC1NC(=O)c2cc3ccccc3cc2-n2c1nc1cc(F)ccc1c2=O (configuration not stated)	-3	-6
C[C@H](CO)N1C[C@H](C)[C@@H](CN(C)Cc2ccc3c(c2)OCCO3)OCc2cnnn2CCCC1=O	1	-12
Cc1ccccc1-c1cc2c(c3c1ccn3C)C1CCC2C1 (configuration not stated)	2	5
CCN(CC)C(=O)C1=C(C)N(CCCOC)C(=O)C(CC(=O)NC2CCCCC2)C1 (configuration not stated)	-5	-5
CC(O)(c1cccc(F)c1)c1nc(-c2cccc(F)c2)cs1 (configuration not stated)	2	11
CCCc1nc2cc(C)c(Br)c(C)n2c1Cc1ccccc1OC	12	3
Nn1c(SCC(=O)NC2CCCCCC2)nnc1-c1ccco1	3	-6
Cc1ccc(C(=O)NC(=S)c2c(C)cc3ccccn23)cc1	20	-3
COc1ccc(NC(=O)COc2ccccc2C(N)=O)cc1S(=O)(=O)N1CCCCC1	1	-5
COc1cc2c(cc1OC)C(=O)C(Br)CC2 (configuration not stated)	31	-58
O=C(CC[C@H]1O[C@@H](n2cnc3c(NC(=O)c4ccccc4)ncnc32)[C@H](O)[C@@H]1O)NCc1cccc2ccccc12	-4	-10

Following part:
SMILES	CXCR6 inh	EBI2 antag
CC(O)(c1ccccc1)c1nc(-c2cccc(C(=O)O)c2)cs1 (configuration not stated)	-8	-9
CCCNC(=O)C[C@H]1C[C@H]2c3cc(NC(=O)Nc4ccc(F)cc4)ccc3O[C@H]2[C@@H](CO)O1	6	-13
CC(C)CCNC(=O)c1[nH]c(C(F)(F)F)nc1-c1ccccc1	-4	5
Cc1cc(C)cc(C(O)c2ncc(-c3ccccc3F)[nH]2)c1 (configuration not stated)	4	-14
CCCCN(C)c1c(C)nc2ccc(C(=O)NC3CCN(C)CC3)cn12	4	-2
Cn1ccc2c(-c3cccc(C=O)c3)cc3c(c21)C1CCC3O1 (configuration not stated)	-7	-9
COc1ncnc2c1ncn2CCCNCc1ccc(C)o1	-4	-6
COCC(C)n1c(SCC(=O)Nc2cccnc2Cl)nc2ccccc2c1=O (configuration not stated)	6	-9
COc1cccc(-c2csc(Nc3ccc(Oc4ccccc4)cc3)n2)c1	-6	25
O=C1NC[C@@H](CCCCN2C[C@H](Cc3ccccc3)N(CCc3ccccc3)C(=O)C2=O)N(Cc2ccccc2)C1=O	4	-6

Only part of the results is shown; count on the stated rates, not on these rows.
